KOR beta-arrestin-1 – kappa opioid receptor activators – cell-based, luminescence, uHTS, primary screen (AID 1777); activation, % at 10 µM; hits with a dose series show EC50 in µM; KOR beta-arrestin recruitment, luminescence; higher % means a stronger effect; actives 0.02% (n = 280,000); in the data active = activation above about 50%, passing the limit was not always enough; also: a part of the inactive calls stands beside numbers as strong as those of hits
HEK293 NOD2/NF-kB – inhibition of NOD2-driven NF-kB reporter – cell-based, luminescence, uHTS, HEK293 (AID 1566) | HEK293 NOD2/NF-kB luciferase reporter, luminescence; higher % means a stronger effect | one-dose inhibition, % at 4 µM; EC50 in µM for titrated hits | actives 0.63% (n = 290,000); also: many of its hits are not listed in these tables
NOD1 inhibition – inhibition of NOD1-driven NF-kB reporter – cell-based, luminescence, uHTS, primary screen (AID 1578); NOD1-driven NF-kB luciferase reporter cells, luminescence; higher % means a stronger effect; one-dose inhibition, % at 4 µM; EC50 in µM for titrated hits; actives 1% (n = 290,000); in the data active = inhibition mostly above about 36%, no sharp cut-off; inactive = mostly below about 34%;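 also: HEK-293T reporter cells stimulated with the NOD1 agonist gamma-tri-DAP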
LYP phosphatase – PTPN22 lymphoid phosphatase activity blockers – biochemical, fluorescence intensity, uHTS (AID 1779) | actives 0.054% (n = 290,000) | one-dose inhibition, % at 11.5 µM; IC50 in µM for titrated hits | recombinant LYP phosphatase, fluorescence intensity; higher % means a stronger effect;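 also: plate controls were vehicle with enzyme for no effect and no enzyme for full effect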
PhoP inhibition – PhoP-dependent GFP reporter repression – Salmonella Typhimurium, primary screen (AID 1863); S. Typhimurium PhoP-regulated promoter GFP reporter, 4 h; higher % means a stronger effect; inhibition, % at 50 µM, or IC50 in µM where a hit was titrated; actives 0.16% (n = 300,000);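 active = inhibition over 29.93%, a cutoff 3 SD above the screen mean, later confirmed by dose response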;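 also: 0% = low Mg2+ inducing control and 100% = high Mg2+ repressing control; strong numbers were not always called active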
KOR beta-arrestin-2 – KOR antagonists, beta-arrestin recruitment, cell-based, luminescence, uHTS (AID 1778); inhibition, % at 10 µM, or IC50 in µM where a hit was titrated; actives 0.091% (n = 290,000); KOR beta-arrestin recruitment, luminescence, antagonist mode; higher % means a stronger effect; also: strong numbers were not always called active
HIV peptide binding – inhibitors of HIV fusion peptide binding, primary screen, biochemical, uHTS, fluorescence dequenching (AID 1986) | cell-free peptide binding, fluorescence dequenching, 30 min; higher % means a stronger effect | one-dose inhibition, % at 20 µM; IC50 in µM for titrated hits | actives 0.3% (n = 290,000); in the data active = inhibition mostly above about 52%, no sharp cut-off; inactive = mostly below about 76%; also: some results filed as inactive read as strong as hits
Siah-1 displacement – blockers of Siah-1 interaction with plectin peptide – biochemical, fluorescence polarization, rhodamine-plectin, uHTS, primary screen (AID 1817); Siah-1 / rhodamine-plectin peptide fluorescence polarization; higher % means a stronger effect; displacement, % at 20 µM, or IC50 in µM where a hit was titrated; actives 0.02% (n = 290,000);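 active = displacement of at least 50% at 20 µM, with a fluorescence ratio check between 0.3 and a set limit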;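 also: plate controls were Siah plus tracer with DMSO for no effect and tracer alone without Siah for full effect; strong numbers were not always called active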
Myeloid diff 2 – myeloid differentiation induction. ER-HoxA9 myeloid progenitors, lysozyme-GFP differentiation, flow cytometry. calls only at 10 µM. actives 1% (n = 360,000). AID 624256;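 active = normalized GFP-positive differentiation at or above the plate's own cutoff, the solvent-only control mean plus 3 SD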;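 also: cells exposed to compound for four days before flow analysis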
Myeloid diff 2 GFP+ MAC1+ % – further read-out of Myeloid diff 2, marked with its call; GFP+ MAC1+ double positive, %; measured here: differentiation confirmed by MAC1 staining
Numbers without * were called inactive; i = inactive; nt = no result given; + = active, no number; [ ] = dose if it differs, or a comment. Rule as the data show it, unless noted: active = inhibition above about 50%; inactive = the rest.

SMILES | KOR beta-arrestin-1 | HEK293 NOD2/NF-kB | NOD1 inhibition | LYP phosphatase | PhoP inhibition | KOR beta-arrestin-2 | HIV peptide binding | Siah-1 displacement | Myeloid diff 2 | Myeloid diff 2 GFP+ MAC1+ %
CC#CCN(CC#CC)S(=O)(=O)c1ccc(S(=O)(=O)N2CCOCC2)cc1 | 4.9% | 1% | -6% | 3% | -4% | 2% | 3.7% | 7% | i | 0.9
Cc1nn(-c2ccccc2)c(NC(=O)c2ccccc2)c1Br | 0.0% | -4% | -24% | -5% | 5% | -3% | -1.4% | -4% | i | 0.4
CC(C)C[C@H](NC(=O)C1CC(=O)N(c2ccc3c(c2)OCCO3)C1)C(=O)NC1CCCC1 (stereo partly drawn) | -6.4% | 11% | -28% | -7% | -6% | -16% | -1.0% | 9% | i | 1.6
CC1(OC(=O)CCc2ccccc2)C(=O)C=C2C=C(c3ccc(C#N)cc3)N(CC3CC3)C=C2C1=O (stereo not drawn) | 3.6% | 32% | 4% | -3% | -2% | 18% | 5.8% | -4% | i | 1.5
COc1ccc(NS(=O)(=O)c2ccc(C)c(C(=O)NCc3cccnc3)c2)cc1 | 3.4% | -1% | -32% | -6% | -1% | 0% | 1.3% | 10% | i | 0.8
CNC(=S)N/N=C1\CC(c2ccccc2)Oc2ccccc21 (stereo not drawn) | 0.2% | 1% | -18% | 13% | 0% | 1% | 0.1% | -3% | i | 0.4
CCN(CC)CCN1C(=O)C(=O)/C(=C(/O)c2c(C)[nH]c(C(=O)OC)c2C)C1c1cccnc1 (stereo not drawn) | 2.3% | -4% | 26% | -2% | -1% | -76% | -1.6% | -6% | i | 0.3
Cc1cc(NC(=O)Nc2cc(Cl)ccc2C)no1 | -1.9% | -4% | -10% | -1% | 1% | 20% | 0.2% | -3% | i | 0.5
CC(c1ccco1)N(C(=O)CSc1ccc(Br)cc1)c1ccccn1 (stereo not drawn) | 51% | 10% | 10% | -11% | 8% | -19% | 0.5% | 2% | i | 0.8
CC(C)(C)NC(=O)Cn1c(SCC(=O)NC2CCCCC2)nc2ccccc21 | nt | 5% | -19% | -5% | 3% | nt | -0.8% | 1% | i | 3.9
CC(C)C(=O)NC(=S)Nc1ccccc1C(=O)NC1CCCCC1 | -0.6% | 10% | -30% | -2% | 5% | 11% | -0.8% | 6% | i | 0.3
O=C(CN1C(=O)/C(=C/c2ccccc2)SC1=S)NNC(=O)c1ccccc1O | 4.0% | 3% | -42% | 1% | 10% | -24% | 9.2% | 22% | i | 0.1
CCN(CC(=O)Nc1cc(Cl)ccc1C)C(=O)CCOc1ccccc1C | -0.2% | 4% | -31% | -3% | -4% | 24% | 2.2% | 2% | i | 1.6
Cc1cc(N2CCCC2)ccc1/C=N/n1cnnc1 | 0.1% | -25% | 5% | -8% | 4% | -10% | -1.0% | -2% | + | 1.8*
O=C(O)CN1C(=O)COc2cc(S(=O)(=O)N3CCCC3)ccc21 | -2.4% | 5% | -10% | -5% | 19% | 39% | -1.7% | 6% | i | 1.4
CC(C)(C)[C@H]1C=C(C(=O)NCc2ccccc2)O[C@@H](OCc2ccc(CO)cc2)C1 | 0.5% | 8% | -8% | 4% | 2% | 6% | 1.3% | -1% | i | 1.2
COc1ccc(N2CCN(C(=O)Cn3nnc(-c4cccs4)n3)CC2)cc1 | -4.9% | 8% | -5% | -4% | 5% | -5% | -1.3% | 4% | i | 8.0
Cc1ccc(S(=O)(=O)NCCN2CCOCC2)cc1C | -11% | 20% | 3% | -3% | 10% | 22% | -3.2% | -2% | i | 6.8
COc1ccc(C(=O)Nc2ccc3ccccc3n2)c(OC)c1OC | 2.3% | -106% | 35% | -6% | -10% | -12% | 2.9% | 7% | i | 0.3
N=c1c(C(=O)NCc2ccco2)cc2c(=O)n3ccccc3nc2n1Cc1ccccc1 | -4.9% | -5% | -24% | -19% | -7% | 20% | 6.9% | 8% | i | 1.1
O=C(Nc1ccc(N2CCN(C(=O)c3ccccc3)CC2)cc1)c1cccs1 | 2.3% | 2% | -10% | -6% | 7% | -14% | 0.4% | 3% | i | 0.2
O=c1[nH]c2cc3c(cc2cc1CN(CC1CCCO1)S(=O)(=O)c1ccccc1)OCCO3 (stereo not drawn) | -3.3% | 23% | 22% | -7% | 8% | 14% | 2.4% | -2% | i | 2.2
CNC(=O)C(=O)N/N=C/c1ccccn1 | nt | -12% | -14% | 0% | -4% | -34%[20 µM] | 1.0% | 0% | i | 0.2
CCc1nnc(NC(=O)CN2CCN(S(C)(=O)=O)CC2)s1 | 0.3% | 4% | -11% | -2% | -5% | -2% | -0.6% | 1% | i | 1.8
Cc1ccc(C)c(C(=O)NCCN(C)C)c1 | -3.5% | -5% | -18% | -12% | -4% | 30% | -0.2% | 1% | i | 0.7
The results go on:
SMILES | KOR beta-arrestin-1 | HEK293 NOD2/NF-kB | NOD1 inhibition | LYP phosphatase | PhoP inhibition | KOR beta-arrestin-2 | HIV peptide binding | Siah-1 displacement | Myeloid diff 2 | Myeloid diff 2 GFP+ MAC1+ %
COc1ccc(C(=O)OCn2nnc3ccccc3c2=O)cc1 | -6.2% | 8% | -33% | -5% | 2% | -9% | -1.4% | 5% | i | 0.1
O=c1c2cc(N3CCOCC3)ccc2[nH]c(=S)n1Cc1cccc(Cl)c1 | -1.0% | 6% | 12% | -4% | 4% | 20% | -3.9% | 4% | i | 0.2
CN(C)S(=O)(=O)c1cccc(NC(=O)CSc2nnnn2-c2ccccc2)c1 | 4.3% | 8% | -1% | -5% | -2% | nt | -0.9% | -1% | i | 0.3
COCCNc1nc(C)cc(-c2cc(C(=O)NCc3ccccc3)on2)n1 | -2.9% | 4% | -3% | -5% | 3% | 32% | -0.4% | -1% | i | 1.6
Cc1ccc(S(=O)(=O)N2CCSC2=Nc2ccccc2)cc1 | nt | -1% | -7% | 1% | nt | -8% | -1.5% | 0% | nt | nt
COCCn1c(C)cc(C(=O)CSc2ccc(NC(C)=O)cc2)c1C | 4.7% | 16% | -8% | -6% | -8% | 0% | -1.1% | 2% | i | 0.4
N#CCCN(CCC#N)C(=O)c1ccc2c(c1)OCO2 | -1.1% | 6% | -7% | -11% | 3% | -10% | 3.1% | 6% | i | 1.4
CCSc1nnc(NC(=O)C2CCN(S(=O)(=O)c3c(C)c(C)cc(C)c3C)CC2)s1 | 2.5% | 5% | 0% | -8% | 6% | -10% | 3.1% | 3% | nt | nt
COc1ccc(N2CCC(N3CCN(C)C(CCO)C3)CC2)cc1 (stereo not drawn) | 1.3% | -13% | -16% | -6% | -2% | -31%[20 µM] | -1.3% | 0% | i | 0.5
CCC(Oc1ccccc1F)C(=O)NCCCn1ccnc1 (stereo not drawn) | 6.6% | -3% | 26% | -19% | -5% | -58% | 0.5% | 0% | i | 0.3
COc1ccc(OC)c(/C=C/C(=O)OCC(=O)c2c(N)n(C)c(=O)n(C)c2=O)c1 | 22% | 16% | -18% | -8% | -3% | -4%[20 µM] | -0.6% | 4% | i | 0.8
Nc1ccc(OC(=O)Nc2ccc(O)cc2)cc1 | -0.4% | 41% | 18% | -2% | -3% | 6% | -0.9% | 0% | i | 0.6
COCC(=O)N(Cc1cc2ccccc2[nH]c1=O)c1ccc(OC)cc1 | 9.6% | -35% | -6% | -10% | -1% | -43% | -4.5% | -2% | i | 1.6
O=C(CSC1=NCCS1)NC(NC(=O)CSC1=NCCS1)c1ccccc1 | 1.6% | -2% | -47% | -6% | -1% | -16% | -0.2% | -4% | i | 0.2
COC(=O)[C@H](Cc1c[nH]c2ccccc12)NC(=O)NCc1ccc(OC)cc1 | -2.1% | 9% | -6% | -8% | 0% | 16% | -1.8% | 9% | i | 0.4
Cc1nc(C(=O)NCCCO)cc2c1[nH]c1ccccc12 | -1.3% | 28% | -6% | -6% | 7% | -4% | 1.7% | 4% | i | 0.2
Cc1ccc(OCCN2CCN(C(=O)CCC(=O)Nc3nnc(C(C)C)s3)CC2)cc1 | 0.6% | 31% | 44% | -15% | 0% | -28% | -0.7% | -5% | i | 0.9
O=C(NCCCc1ccc(F)cc1)C1CCC(=O)N(CC2CCCCC2)C1 (stereo not drawn) | -2.2% | -9% | -16% | -6% | 9% | 19% | -1.2% | 11% | i | 3.8
CC1(C)CC(NC(=O)c2ccccc2C(=O)NC2CC(C)(C)NC(C)(C)C2)CC(C)(C)N1 | -4.1% | 3% | -20% | 0% | 0% | 8% | 0.2% | 7% | i | 0.2
O=C(NC1CCCCC1)c1ccc(Cl)c(NC(=O)c2ccccc2F)c1 | 3.5% | 19% | -8% | -1% | -2% | nt | 2.7% | -2% | nt | nt
COC(=O)c1ccc(CSc2nnc(-c3ccncc3)n2Cc2ccccc2)o1 | -3.1% | 10% | 10% | -11% | 7% | -15% | -0.1% | 0% | i | 0.4
CCOc1ccc(CC(=N)C2=C(O)CC(C)(C)CC2=O)cc1OCC | 2.2% | 19% | -12% | 4% | -4% | -5% | -0.7% | 0% | i | 0.3
CCOc1cc(C=O)ccc1OCC(=O)N1CCCC1 | nt | 6% | -18% | -7% | -6% | -10%[20 µM] | -1.3% | 1% | i | 0.2
Cc1ccc2c(c1)sc1nc(=O)ccn12 | 1.2% | 1% | -4% | -10% | -12% | -26%[20 µM] | -0.5% | -5% | i | 0.6
CCOc1ccccc1-n1c(SCC(=O)NC)nnc1-c1ccco1 | -3.1% | 5% | -8% | -4% | -5% | 23% | -2.0% | 2% | i | 0.8
CCCN(CCC)CC(C)(C)NS(=O)(=O)c1ccc(Cl)cc1 | 6.5% | -17% | -16% | -9% | -8% | -4% | 0.3% | 4% | i | 0.6
Cc1onc(-c2ccccc2)c1C(O)c1ccc(F)cc1 (stereo not drawn) | -4.7% | 22% | 4% | -7% | 12% | -8% | -1.2% | -5% | i | 0.4
CCOC(=O)c1c(NC(=S)Nc2cccc(C)c2)sc2c1CC(C)(C)SC2 | -5.0% | 21% | -7% | 3% | -5% | -5% | 12% | -5% | i | 1.3
N#Cc1cc(-c2ccccc2)nnc1Sc1ccc(Cl)cc1 | -0.2% | 14% | -18% | -4% | -1% | -6% | -0.9% | 2% | i | 0.6

Of the compounds above, these contain bromine:
SMILES | KOR beta-arrestin-1 | HEK293 NOD2/NF-kB | NOD1 inhibition | LYP phosphatase | PhoP inhibition | KOR beta-arrestin-2 | HIV peptide binding | Siah-1 displacement | Myeloid diff 2 | Myeloid diff 2 GFP+ MAC1+ %
Cc1nn(-c2ccccc2)c(NC(=O)c2ccccc2)c1Br | 0.0% | -4% | -24% | -5% | 5% | -3% | -1.4% | -4% | i | 0.4
CC(c1ccco1)N(C(=O)CSc1ccc(Br)cc1)c1ccccn1 (stereo not drawn) | 51% | 10% | 10% | -11% | 8% | -19% | 0.5% | 2% | i | 0.8

Looked up above:
O=C(NC1CCCCC1)c1ccc(Cl)c(NC(=O)c2ccccc2F)c1 – KOR beta-arrestin-1 = 3.5%
COC(=O)[C@H](Cc1c[nH]c2ccccc12)NC(=O)NCc1ccc(OC)cc1 – NOD1 inhibition = -6%
Cc1ccc(OCCN2CCN(C(=O)CCC(=O)Nc3nnc(C(C)C)s3)CC2)cc1 – Siah-1 displacement = -5%
COC(=O)c1ccc(CSc2nnc(-c3ccncc3)n2Cc2ccccc2)o1 – NOD1 inhibition = 10%

Only part of the results is shown (hit frequency here may not be typical).
